# GLS inh: qHTS for Inhibitors of Glutaminase (GLS); GLS enzymatic activity, qHTS titration; Potency, µM (top dose mostly 45.5 µM), inactives show at the highest dose activity change, negative = inhibition, most hits filed as inhibitors; actives 0.21% (n = 410,000); AID 624170, 2012; also: potency is read from the fitted curve at half-maximal effect; % is scaled to controls: 0 for no effect and ±100 for the full control effect
#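 hKGA; 45 mM KH2PO4 pH 8.2 + 0.02% Tween-20; cpd via pin tool; 1 mM Gln soln; GluOx/HRP/Amplex Red; RT 30 min; fluor. t0 & final.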
# G9a inh: qHTS Assay for Inhibitors of Histone Lysine Methyltransferase G9a | Potency, µM (series often up to 102 µM), for inactives: top-dose activity, negative = inhibition, actives largely listed as inhibitors | G9a H3K9 monomethylation, AlphaScreen, 2 h | Histone-lysine N-methyltransferase EHMT2 (Homo sapiens), Q96KQ7 | actives 8.8% (n = 350,000); also: potency is read from the fitted curve at half-maximal effect; % is scaled to controls: 0 for no effect and ±100 for the full control effect; nearly all actives have a fitted effect of over 75% in size
# Target sequence (Q96KQ7 913-1193 limits assumed): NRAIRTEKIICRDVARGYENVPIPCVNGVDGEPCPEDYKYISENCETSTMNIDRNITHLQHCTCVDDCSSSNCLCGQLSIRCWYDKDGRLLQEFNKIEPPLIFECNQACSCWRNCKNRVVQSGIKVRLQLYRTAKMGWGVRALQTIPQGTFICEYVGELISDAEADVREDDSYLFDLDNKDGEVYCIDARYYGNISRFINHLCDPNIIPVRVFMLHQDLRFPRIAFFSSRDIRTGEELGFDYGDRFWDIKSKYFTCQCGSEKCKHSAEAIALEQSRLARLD
#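 Compounds were preincubated with 20 nM G9a for 15 min, after which biotinylated H3K9 peptide (500 nM) and SAM (20 uM) started a 2 h room-temperature reaction. Monomethylated product was quantified by antibody-based AlphaScreen chemiluminescence.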
# PI4K2A inh: qHTS for small molecular inhibitors of PI4K2A; activity change, negative = inhibition, % at 76.9 µM; Phosphatidylinositol 4-kinase type 2-alpha (Homo sapiens), Q9BTU6; purified PI4K2A, ADP-Glo luminescence, 1 h; hits give low values; actives 0.13% (n = 420,000); AID 1346378, 2018; in the data active = activity change below about -50%; inconclusive = mostly about -30% to -49%;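 also: -100% = wells without enzyme as full effect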
#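 PI4K2A activity was measured by ADP-Glo luminescence: enzyme (4 ug/mL stock) and phosphatidylinositol (1.2 mM stock) in Tris pH 7.5/MgCl2/EGTA/Triton X-100 buffer were reacted with ATP (300 microM stock) for one hour at ambient temperature.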
# Pin1 inh: qHTS Assay to Find Inhibitors of Pin1; Pin1 FP peptide displacement, HiFluor488, 10 min; actives 0.009% (n = 390,000); Peptidyl-prolyl cis-trans isomerase NIMA-interacting 1 (Homo sapiens), Q13526; AID 504891, 2011; Potency, µM (top dose mostly 115 µM), for the others: at the top dose activity, negative = inhibition, actives largely listed as inhibitors; active = well fitted inhibition curve with a large enough effect in the polarisation, with a control signal flat, not every such curve was filed as active; inconclusive = small, poorly fitted or top-dose-only effect, or effect the other way, or a change in a side signal; inactive = no such curve, though single readings can be large or run the other way; the % refers to the polarisation; also: potency is read from the fitted curve at half-maximal effect; % is scaled to controls: 0 for no effect and ±100 for the full control effect
# Target sequence (Q13526 whole entry, looked up): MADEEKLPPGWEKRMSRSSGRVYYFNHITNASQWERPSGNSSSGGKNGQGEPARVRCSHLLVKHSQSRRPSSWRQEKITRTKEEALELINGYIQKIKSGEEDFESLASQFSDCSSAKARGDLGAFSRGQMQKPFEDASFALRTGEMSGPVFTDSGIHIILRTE
# PGK inhibitor: qHTS Assay to Find Inhibitors of Phosphoglycerate Kinase; Phosphoglycerate kinase, glycosomal (Trypanosoma brucei brucei), P07378; PGK/GAPDH coupled, Kinase-Glo luminescence, 60 min; Potency, µM (doses to about 57.5 µM), for the others: top-dose activity change, negative = inhibition, hits mostly inhibitors; actives 0.043% (n = 380,000); also: potency is read from the fitted curve at half-maximal effect; % is scaled to controls: 0 for no effect and ±100 for the full control effect; nearly all actives have a fitted effect of over 60% in size
#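 Luminescent ATP detection (Kinase-Glo Plus) follows a 60-minute room-temperature incubation, with wells lacking PGK as controls. Buffer: 100 mM TEA (pH 7.6), 5 mM MgCl2, 0.01% Tween-20. Coupling enzyme GAPDH (100 nM final) supplies unstable 1,3-BPG in-well.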
# JMJD2A Tudor: qHTS Assay for Inhibitors of JMJD2A-Tudor Domain | Lysine-specific demethylase 4A (Homo sapiens), O75164 | AlphaScreen JMJD2A-Tudor / H3K4me3 peptide binding | Potency, µM (titrated, usually from 114 µM), without a hit: at the top dose activity change, negative = inhibition, actives largely listed as inhibitors | actives 4.4% (n = 390,000) | AID 504339, 2011; also: potency is read from the fitted curve at half-maximal effect; % is scaled to controls: 0 for no effect and ±100 for the full control effect; nearly all actives have a fitted effect of over 50% in size
# BAZ2B block: qHTS Assay for Inhibitors of BAZ2B. Bromodomain adjacent to zinc finger domain protein 2B (Homo sapiens), Q9UIF8. AlphaScreen BAZ2B-H3K14Ac peptide displacement. Potency, µM (titrated, usually from 114 µM), for inactives: top-dose activity change, negative = inhibition, hits mostly inhibitors. actives 4.4% (n = 360,000); also: potency is read from the fitted curve at half-maximal effect; % is scaled to controls: 0 for no effect and ±100 for the full control effect; nearly all actives have a fitted effect of over 60% in size
#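 Multi-concentration screen (max 110 uM) measuring displacement of acetylated histone H3 peptide from BAZ2B by AlphaScreen, using 50 nM protein, 50 nM peptide and 10 ug/mL streptavidin donor plus Ni-chelate acceptor beads.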
# ERG-DNA inh: qHTS for Small Molecule Inhibitors of the ERG Ets/DNA interaction; actives 0.028% (n = 370,000); Potency, µM (titrated, usually from 76.9 µM), without a hit: at the top dose FP activity, negative = inhibition, actives largely listed as inhibitors; fluorescence polarization, His-ERG Ets domain / labelled DNA; Transcriptional regulator ERG (Homo sapiens), P11308; active = well fitted inhibition curve with a large enough effect in the polarisation, with a control signal flat; inconclusive = small, poorly fitted or top-dose-only effect, or effect the other way, or a change in a side signal; inactive = no such curve, though single readings can be large or run the other way; the % refers to the polarisation;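 also: polarization taken with two DNA probes labelled with fluorescein and Texas red; potency is read from the fitted curve at half-maximal effect; % of control where 0% means no effect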
#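 His-tagged ERG Ets domain (1 uM in the protein solution; 300mM KCl, 50mM Tris-HCl, 1mM EDTA, 1mM DTT, pH 7.5) received compound, then a probe mix of 5 nM fluorescein-DNA and 100nM Texas-615-DNA. Fluorescence polarization was read for both dyes.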
# HP1b chromo inh: HTS for Inhibitors of HP1-beta Chromodomain Interactions with Methylated Histone Tails | Potency, µM (series often up to 114 µM), for the others: at the top dose activity change, negative = inhibition, hits mostly inhibitors | actives 0.56% (n = 390,000) | AID 540317, 2011 | Chromobox protein homolog 1 (Homo sapiens), P83916 | AlphaScreen HP1-beta / biotin-H3K9me3 peptide binding; also: potency is read from the fitted curve at half-maximal effect; nearly all actives have a fitted effect of over 70% in size; inactives centre near 23
# Target sequence (P83916 whole entry, looked up): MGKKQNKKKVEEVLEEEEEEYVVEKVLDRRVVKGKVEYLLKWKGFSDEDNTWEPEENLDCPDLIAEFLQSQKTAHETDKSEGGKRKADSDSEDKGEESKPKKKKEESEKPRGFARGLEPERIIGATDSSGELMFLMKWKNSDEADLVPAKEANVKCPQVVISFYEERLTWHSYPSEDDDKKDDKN
#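 HP1-beta protein (50 nM final) preincubated 30 min at room temperature with biotinylated H3(1-18)K9me3 peptide (50 nM) in PBS pH 7.4, 0.01% Tween-20, then compound added for 30 min. AlphaScreen streptavidin donor/nickel chelate acceptor beads (10 ug/mL final), 30 min dark, luminescence read.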
# An asterisk follows results filed as active; i = inactive; ? = inconclusive; · = not tested or not shown; & = joins results of further samples; [ ] = dose if it differs, or a comment. Unless noted, calls follow the shape of the dose curve; as a rule, active = well fitted curve in the direction sought with a large enough effect; inconclusive = small, poorly fitted or top-dose-only effect, or another doubt; inactive = no such curve, though single readings can be large; an effect the other way counts as inactive or inconclusive.
JMJD2A Tudor | HP1b chromo inh | ERG-DNA inh | Pin1 inh | G9a inh | GLS inh | PI4K2A inh | PGK inhibitor | BAZ2B block | structure
-16% | 26% | 0% | 19% | -31% | 2% | 3 | 5% | 2% | O=C(CCN1C(=O)c2cccc3cccc(c23)C1=O)Nc1ccon1
-33% | 57%[activator] | 1% | 4% | 27%[12.7 µM] | -5% | -5 | -5% | 8% | CC1CCc2sc(C(=O)NCc3ccccn3)cc2C1 (centres undefined)
-13% | 0% | 2% | -13% | -2% | 2% | -2 | -2% | -7% | C/C(CC(=O)Nc1c(C)cc(C)cc1C)=N\NC(=O)Cc1ccccc1
-7% | 15% | 0% | -4% | · | -4% | 0 | -1% | 11% | CC1CN(C(=O)CCC(=O)N2CCN(c3ccccn3)CC2)c2ccccc2O1 (centres undefined)
-6% | 9% | -2% | 3% | -46%[59 µM] | 8% | -11 | 3% | 2% | Cc1ccsc1C(=O)OCC(=O)NCc1ccc2c(c1)OCO2
22µM* | 31% | -1% | 1% | · | 2% | -1 | 3% | ? | CC(C)n1c(-c2ccncc2)n[nH]c1=S
-8% | 14% | 1% | 2% | -2%[59 µM] | -1% | -3 | -1% | 1% | CCn1cc(S(=O)(=O)c2ccc(OC)cc2)c(=O)c2cc(F)c(N3CCC(C)CC3)cc21
-11% | 32% | -7% | 5% | 8% | 3% | 3 | -1% | 2% | O=C(CCC1CCCN(C(=O)c2ccc3[nH]ccc3c2)C1)N1CCN(c2ccccn2)CC1 (centres undefined)
0% | 28% | -11% | 9% | 32% | 3% | 6 | 0% | -21% | COc1ccc(-c2csc(NC(=O)c3cccc(N4C(=O)CCC4=O)c3)n2)cc1C
-12%[57.1 µM] | 24% | 27% | -6% | · | 3% | 1 | -5% | · | CC(C)/C(C=O)=C(/NC1CCCCC1)c1ccccc1
-13% | 21% | 1% | -15% | -4%[59 µM] | 3% | 0 | -2% | 9% | O=C(NCCCN=C1NS(=O)(=O)c2ccccc21)c1ccncc1
4% | 17% | 4% | 1% | 5% | -6% | 3 | -4% | 1% | O=C(NCc1ccc(-c2csnn2)cc1)C1CC1
-9% | 7% | 6% | 7% | · | 0% | 0 | i | 3% | COCCCn1c(=O)/c(=C\c2ccc(OC(F)F)c(OC)c2)s/c1=C(/C#N)C(=O)NCCOC
4% | 20% | 0% | 5% | -25% | 7% | 3 | -17% | ? | CCN(CC(=O)Nc1ccc2c(c1)OCCO2)CC(=O)Nc1ccc2c(c1)OCO2
-5% | 34% | 19% | -4% | · | 2% | -7 | -1% | 1% | O=C(NCc1csc(-c2cccs2)n1)c1ccccc1
-24% | 42%[activator] | 8% | 5% | · | 4% | 5 | i | ? | Cc1c(CCOC(=O)C23CC4CC(CC(C)(C4)C2)C3)sc[n+]1CC(=O)c1ccccc1
-36% | 3% | 18% | 1% | ? | -13%&7% | 1&2 | -8% | ? | COc1ccc(CCN2CCC(Nc3nc4ccccc4n3Cc3ccc(F)cc3)CC2)cc1
-7% | 27% | 13% | 18% | 36% | -3% | 2 | -1% | 15% | O=C(CCCSc1ccc(Cl)cc1)Nc1ccccc1O
-23% | 11% | 0% | -12% | 14% | 24% | 0 | -7% | 3% | COc1ccc(NC(=S)NC(=O)c2cccnc2)cc1
-28% | ? | -14% | 34%[activator] | 7.1µM* | 11µM* | -3 | -8% | -30% | COc1ccc(CCNc2nc(-c3ccc(F)cc3)c(CC(=O)O)s2)cc1OC
-1% | 50%[activator] | -3% | 0% | · | -1% | 0 | 1% | · | C=C1C[C@H](O[C@@H]2O[C@H](CO)[C@@H](O)[C@H](O)[C@H]2O)[C@@H]2[C@H](OC(=O)[C@H]2C)[C@H]2[C@H](C)[C@@H](O)C[C@@H]12
-24% | -7% | 5% | 0% | -28%[0.501 µM] | 12% | 2 | -2% | -35% | O=C(NCC(c1ccco1)N1CCc2ccccc21)C(=O)Nc1ccc(F)cc1F (centres undefined)
-35% | 0% | -9% | 1% | 16% | 6% | 1 | -8% | -11% | COc1ccc(N(CC(=O)Nc2ccc(OC)c(OC)c2)S(=O)(=O)c2ccccc2)cc1Cl
-2% | 2% | 3% | 3% | 0% | 0% | -1 | -6% | -17% | CN(N)c1nc(C(F)(F)F)nc2ccccc12
-22% | 12% | 15% | 17% | 8%[59 µM] | 2% | -1 | -7% | -21% | CCOc1ccccc1N1CC(c2nc3ccccc3n2CCCCOc2ccccc2)CC1=O (centres undefined)
-18% | 45%[activator] | -6% | -1% | -7% | 49%[activator] | -25 | 8% | -1% | CC1(C)CC(=O)C(C=Nc2ccc(N)cc2)=C(O)C1
-8% | 23% | -6% | -5% | -3% | -2% | 1 | -8% | 0% | CC(C)(C)C(=O)Nc1nc(NC(=O)C(C)(C)C)nc(-c2ccccc2Cl)n1
-12% | 24% | -4% | 2% | -13%[59 µM] | 2% | 0 | 0% | -3% | O=C(Nc1ccc(OCc2cc(=O)n3c4c(sc3n2)CCCC4)cc1)c1cccc(F)c1
-15% | 30% | 10% | -1% | 5% | 11% | -3 | -3% | -9% | CCc1cccc(CC)c1NC(=S)Nc1ccccc1
-18% | 16% | -9% | 1% | -9% | 7% | 5 | 1% | -35% | Cc1c(NC(=O)c2ccc(-c3ccc([N+](=O)[O-])cc3Cl)o2)c(=O)n(-c2ccccc2)n1C
0% | 44% | · | -2% | 50µM* | 19% | 0 | 10% | 5% | CC(NC(=O)COc1cccc(Br)c1)C(=O)O (centres undefined)
-3% | 28% | 1% | ? | -33%[59 µM] | -9% | -4 | 1% | -4% | CCc1ccc(OC(C)C(=O)N2CCC(c3nc4ccccc4o3)CC2)cc1 (centres undefined)
2% | 27% | 0% | -7% | -31%[59 µM] | -2% | -4 | i | 0% | COc1ccc(-c2cc(C(F)(F)F)nc(SCCC(=O)Nc3ccc(F)cc3F)n2)cc1
-11%&-13% | 21%&36% | -2%&-2% | -4%&3% | -3%&10%[59 µM] | 5%&-4% | -2&1 | -8% | 0%&6% | Cc1ccc2c(c1)sc1nc(=O)n(-c3ccc(Cl)c(Cl)c3)c(=O)n12
-12% | 7% | 3% | ? | ? | 0% | -6 | -4% | 1% | COc1ccc(C(=O)N[C@H](C(=O)Nc2ccc(OC)nc2)C(C)C)cc1
-15% | 56%[activator] | -2% | -3% | -13%[59 µM] | -2% | -2 | 6% | 41%[activator] | Cc1ccc(CN(Cc2ccco2)C(=O)c2cccc(C)c2)cc1
2% | 60%[activator] | -10% | 0% | 5% | -4% | 1 | -8% | -2% | COCCCNc1nc2ccccc2[nH]c1=O
-18% | 13% | 3% | -1% | 1% | 9% | -7 | -2% | -31% | COc1ccc2c(OC)c3ccoc3nc2c1OC
0% | 14% | -1% | 1% | -4%[59 µM] | -1% | -1 | 4% | -2% | CC1CCN(C(=O)c2ccc(S(=O)(=O)NCc3ccco3)cc2)CC1
1% | 35% | 6% | 1% | 8% | -19% | 0 | -11% | ? | CCCn1nnnc1NCc1ccc(CC)cc1
-30% | 22% | 13% | 3% | -11%[59 µM] | -5% | -14 | -2% | -2% | CCOC(=O)c1nnn(CC(=O)N2N=C(c3ccc(Cl)cc3)CC2c2ccc(OC)cc2)c1C(=O)OCC (centres undefined)
? | 39% | 0% | 1% | 8.9µM* | 2% | -3 | -4% | -1% | Cc1cc(C)nc(SCCC(=O)N(C)C)n1

# Entries of single compounds as entered above.
# Entry for CCCn1nnnc1NCc1ccc(CC)cc1 : JMJD2A Tudor = 1%; HP1b chromo inh = 35%; ERG-DNA inh = 6%; Pin1 inh = 1%; G9a inh = 8%; GLS inh = -19%; PI4K2A inh = 0; PGK inhibitor = -11%; BAZ2B block = ?
# Entry for COc1ccc(C(=O)N[C@H](C(=O)Nc2ccc(OC)nc2)C(C)C)cc1 : JMJD2A Tudor = -12%; HP1b chromo inh = 7%; ERG-DNA inh = 3%; Pin1 inh = ?; G9a inh = ?; GLS inh = 0%; PI4K2A inh = -6; PGK inhibitor = -4%; BAZ2B block = 1%
# Entry for CC1CCN(C(=O)c2ccc(S(=O)(=O)NCc3ccco3)cc2)CC1 : JMJD2A Tudor = 0%; HP1b chromo inh = 14%; ERG-DNA inh = -1%; Pin1 inh = 1%; G9a inh = -4%[59 µM]; GLS inh = -1%; PI4K2A inh = -1; PGK inhibitor = 4%; BAZ2B block = -2%
